Insulin prom inh: TRM-6 insulin promoter activity inhibition; TRM-6 cells (human fetal islet line), insulin promoter-eGFP reporter, imaging; reporter expression induced with tamoxifen; inhibition, % at 2 µM; actives 0.9% (n = 130,000); AID 1273;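 active means inhibition above the mean plus 3 SD, with well images judged a real hit on visual review, cut at about 60% in these data, passing the limit was not always enough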
sdo1 growth: sdo1-depleted yeast growth rescue; S. cerevisiae sdo1-depleted JHY4D growth rescue, OD600 30 h; active compounds read high; pdr5 snq2 efflux-pump mutant strain; z-score at 10 µM; actives 0.21% (n = 140,000); AID 817;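 active means z-score above 3 at both the 24 hr and the 30 hr optical density reads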;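 further: z-score against mean and SD of all compound wells on the same plate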
sdo1 growth Rescue 24 h: further read-out of sdo1 growth, marked with its call; z-score; S. cerevisiae sdo1-depleted JHY4D growth rescue, OD600; measured here: growth rescue at 24 h;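 0 is the plate mean of compound wells and units are plate SD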
Starred values were filed as active, the others as inactive; i = inactive; / = no result given. An excerpt, so the mix of outcomes need not match the whole.

SMILES	Insulin prom inh	sdo1 growth	sdo1 growth Rescue 24 h
CC(C)c1ccc(N2CCN(C(=O)c3ccccc3NC(=O)/C=C(\C(=O)O)c3ccccc3)CC2)cc1	23	-2.1	-0.86
Cn1ncc(Br)c1C(=O)NC(=S)N1CCN(c2ccccn2)CC1	/	0.82	0.67
CC1=C(C(=O)OC2CCCCC2)C(c2ccco2)n2ncnc2N1 (stereo not drawn)	/	0.18	0.33
Cc1cc(OCc2nc(-c3ccncc3)no2)cc(C)c1Cl	19	/	/
CN(C)c1nc(Oc2ccc(/C=N/O)cc2)nc(N(C)C)n1	/	-2.3	-1.7
O=c1[nH]c(/C(=N\O)c2ccccc2)no1	-52	0.18	-0.45
COc1ccc(-c2nn(C)c(=O)c3ccccc23)cc1NC(=O)Cn1nc(-c2ccccc2)c2ccccc2c1=O	3	0.67	2.4
Cn1ncc([N+](=O)[O-])c1C(=O)Nc1ccc(-c2nc3ccccc3[nH]2)cc1	8	1.5	0.21
O=[N+]([O-])c1nn(-c2ccc(Cl)cc2)n(O)c1=NCc1ccccc1	-53	/	/
N#Cc1ccc(CSc2nnc(NC(=O)C3CC(=O)N(c4ccc5c(c4)OCCO5)C3)s2)cc1 (stereo not drawn)	33	-0.14	0.75
CN(C)S(=O)(=O)Oc1cccc(C(=O)Nc2ccccc2Cl)c1	-23	-0.64	-0.5
CCOCc1cc(C2NC(=O)NC(C)=C2C(=O)OCC)ccc1OC (stereo not drawn)	32	-0.01	-0.68
Cc1cc(NC(=O)CSc2ccc(-c3cccc([N+](=O)[O-])c3)nn2)no1	-29	/	/
O=C(CCc1ccccc1)Nc1nc2n(n1)C(c1ccc(Cl)cc1)CC(=O)N2 (stereo not drawn)	/	1.7	1.7
CN(c1ccccc1)S(=O)(=O)c1cc(Cl)ccc1Cl	-57	/	/
CCN(CC)S(=O)(=O)c1ccc(NC(=O)Cc2cccs2)cc1	-25	/	/
C=CCn1c(-c2csc3ccccc23)n[nH]c1=S	15	-0.83	-0.78
CC1(C)Cc2ccccc2C(N/N=C/c2cccc(F)c2)=N1	-71	-0.2	-0.04
O=C(NC(=S)N1CCN(c2ccc(Cl)cc2[N+](=O)[O-])CC1)c1ccco1	19	-1.4	-1.4
Cc1cccc(NC(=S)NCc2ccc3[nH]c4c(c3c2)CCCC4)c1	41	-1.7	-0.84
CCc1ccccc1NC(=O)CSc1nc2n[nH]c(C)c2c(=N)n1-c1cccc(OC)c1	23	-0.31	-0.48
N/C(=N\OS(=O)(=O)c1ccccc1)c1cccnc1	15	0.35	-0.4
CCn1c(COc2ccccc2C)nc2ccccc21	-44	-1.5	-1
O=C(CSc1nnc(NC(=O)c2ccc(S(=O)(=O)N3CCOCC3)cc2)s1)Nc1ccccc1C(F)(F)F	-4	-0.4	-0.58
Cc1nn(-c2ccccc2)c(N2CCCC2)c1/C=N/NC(=S)Nc1ccccc1C(F)(F)F	18	-0.75	-0.76
O=C(Nn1c(-c2ccc(Br)cc2)nc2ccccc2c1=O)c1ccncc1	0	/	/
CCCN(CC1CC1)C(=O)CSc1nnc(-c2cc(-c3cccs3)nc3ccccc23)o1	12	0.04	0.05
O=[N+]([O-])c1cc(S(=O)(=O)N2CCCC2)ccc1N/N=C/c1cccnc1	52	-1	-0.4
Cc1cc(Cl)ccc1OCC(=O)OCC(=O)Nc1ccc(F)c([N+](=O)[O-])c1	-57	-0.92	-0.66
COC(=O)c1ccccc1NC(=O)C1CCC(=O)N1S(=O)(=O)c1ccc(C)cc1 (stereo not drawn)	/	-0.68	-0.28
Cc1cc(Cl)ccc1OCCCC(=O)NCc1ccccn1	33	/	/
CCCCN(C)C(=O)c1oc2ccc(S(=O)(=O)N3CCCCCC3)cc2c1C	15	-0.63	0.8
N#C/C(=C\c1ccc(-c2ccc([N+](=O)[O-])cc2Br)o1)C(=O)N1CCN(c2ccccc2)CC1	/	-0.34	0.21
COc1ccc(N=C2S/C(=C\c3ccco3)C(=O)N2CC(C)C)cc1	/	0.14	1.1
Cn1ncc2c1ncn1nc(COc3ccc4ccccc4c3)nc21	/	-0.54	-0.21
COc1ccc(C2C3=C(CC(C)(C)CC3=O)Oc3ncn(CCO)c(=N)c32)cc1OC (stereo not drawn)	48	-0.08	-0.85
Cc1ccc(NC(=O)CCC(=O)NNC(=O)/C=C/C(=O)O)c(C)c1	/	0.84	-0.4
CC(C)CN(C(=O)CCc1ccccc1)c1c(N)n(CC(C)C)c(=O)[nH]c1=O	-27	-0.6	0.45
CCOc1ccc(C(=O)N2CCN(c3ccccc3)CC2)cc1OCC	/	-1.3	-1.8
CNC(=O)c1nc(C)n(-c2cc(Cl)ccc2Cl)n1	/	-0.95	-1

In another format: entries from further up.
Compound: Cn1ncc2c1ncn1nc(COc3ccc4ccccc4c3)nc21
  Insulin prom inh = /
  sdo1 growth = -0.54
  sdo1 growth Rescue 24 h = -0.21

Compound: CCc1ccccc1NC(=O)CSc1nc2n[nH]c(C)c2c(=N)n1-c1cccc(OC)c1
  Insulin prom inh = 23
  sdo1 growth = -0.31
  sdo1 growth Rescue 24 h = -0.48

Later entries.
SMILES	Insulin prom inh	sdo1 growth	sdo1 growth Rescue 24 h
NCCNc1ccc([N+](=O)[O-])c(Sc2nc3ccccc3[nH]2)c1	10	0.61	0.26
O=C(NCC(=O)N(c1cccnc1)C(C(=O)NC1CCCC1)c1ccccc1)c1ccco1 (stereo not drawn)	53	/	/
COc1cc(C(=O)NCc2ccc3c(c2)OCO3)ccc1OCc1c(C)noc1C	/	-0.61	-0.32
O=C(NCCO)c1cccc2c1C(=O)c1ccccc1-2	-21	0.12	-0.88
Cc1ccc(-c2ccc(=O)n(CC(=O)NCCN(C)C)n2)cc1	-12	0.21	-0.36
O=S(CCc1ccncc1)Cc1ccccc1 (stereo not drawn)	-16	0.2	-0.07
CCn1c2ccccc2c2nnc(SCC(=O)Nc3ccc4c(c3)OCO4)nc21	/	-2.3	-1.8
C=C(C)c1cccc(C(C)(C)NC(=O)N2CCN(CC(N)=O)CC2)c1	14	1.5	1
CCOC(=O)C(=O)Nc1cc(Cl)ccc1C	4	0.35	0.05
COc1ccc2cc3c(N)nn(C(=O)Cc4ccccc4OC)c3nc2c1	/	1.3	2.4
COC(=O)Cn1c(C)nc2c(sc3nc(C)cc(C)c32)c1=O	-5	-0.32	-0.08
Cc1onc(-c2ccccc2Cl)c1C(=O)NCc1ccc(N2CCCC2=O)cc1	-23	0.4	0.73
COC(=O)c1sccc1NC(=O)c1cc(-c2ccc(C)cc2)nc2ccccc12	/	-1.2	0.21
Cc1cc(=O)c2ccc(Cl)cc2[nH]1	20	-0.13	-0.81
O=C(CSc1nc2ccccc2s1)Nc1cc(C(=O)O)cc(C(=O)O)c1	13	/	/
CCOC(=O)c1ccc(CNCc2ccc(C)cc2)cc1	26	0.96	0.61
O=C(O)c1cn(C2CC2)c2cc(N3CCOCC3)c(F)cc2c1=O	-58	/	/
COc1ccc(N2CCN(Cc3nc4ccccc4c(=O)[nH]3)CC2)cc1	i	1.8	1.9
CC(C)c1ccc(S(=O)(=O)c2nnn3c2nc(N2CCCCC2)c2ccccc23)cc1	-10	-0.47	-0.68
Cc1nn(C(=O)CNS(=O)(=O)c2ccccc2)c(C)c1Sc1ccc(Cl)cc1	4	-0.92	-0.81
CC(C)CN(C(=O)COC(=O)C1c2ccccc2Oc2ccccc21)C1CCS(=O)(=O)C1 (stereo not drawn)	0	0.91	0.93
COc1ccc(S(=O)(=O)N2CCCCC2)cc1C(C)C	18	-0.04	0.32
O=S(=O)(Cc1ccc(Cl)cc1)c1ccccc1-c1nnc(-c2ccc(Cl)cc2)o1	26	-0.93	-0.37
O=C(NCCN1CCOCC1)NC1(C(F)(F)F)Oc2ccccc2O1	0	0.01	-0.56
O=C(CCN1CCCCC1)c1ccc2c(c1)OCO2	50	1.2	1.4
CCc1nnc(NC(=O)CCN2C(=O)CCC2=O)s1	0	0.07	0.04
CCOC(=O)N1CCN(C(=O)COc2ccc(Br)cc2Cl)CC1	-44	-0.16	0.11
CCOc1cc(C2C(C(=O)OC)=C(C)N=C3SCCC(=O)N32)ccc1OC(C)=O (stereo not drawn)	19	0.39	0.07
CCS(=O)(=O)c1ccc(N)cc1	-11	/	/
CC(C)CNC(=O)c1ccccc1NC(=O)c1ccc(CN2CCOCC2)cc1	73	1.2	1
C/C=N/NC(=O)c1cc(Br)ccc1O	/	1.1	1.2
CCOC(=O)N1CCC(NC(=O)c2cc(S(=O)(=O)N3CCC4(CC3)OCCO4)ccc2F)CC1	/	-0.19	-0.7
COc1ccc(S(=O)(=O)NCCc2nnc3ccc(SCC(=O)Nc4nc(C)cs4)nn23)cc1	-31	0.89	0.54
O=C(Nc1ccon1)c1sc2cc(F)ccc2c1Cl	8	-0.29	0.52
O=C(Cc1c[nH]c2ccccc12)NC1(C(=O)NC2CCCC2)CCCCC1	-20	/	/
O=C(Nc1ccccc1C(=O)N1CCN(c2ccccc2)CC1)c1ccco1	-23	0.35	0.47
CCn1cc([N+](=O)[O-])c(C(=O)N2CCN(C(=O)c3ccco3)CC2)n1	6	0.08	-0.28
CC1CC(C)CN(c2nc3c(c(=O)n(C)c(=O)n3C)n2C)C1 (stereo not drawn)	-62	-0.73	-1.1
COc1ccc(N(C(=O)C(C)C)S(=O)(=O)c2ccc(Cl)cc2)cc1	-3	-0.48	-0.06
Cc1ccc(SCC(=O)N2N=CCC2c2ccccc2)cc1 (stereo not drawn)	5	/	/
CC1=C(C(=O)Nc2ccc(C)cc2C)C(c2ccc(Cl)cc2)n2nc(C(=O)OC(C)C)nc2N1 (stereo not drawn)	20	-0.72	-0.27
COc1ccccc1OCC(O)Cn1c(=N)n(Cc2ccccc2)c2ccccc21 (stereo not drawn)	-278	-0.15	-0.82
Cc1[nH]nc2c1C(c1cccnc1)N(c1ccc(Br)cc1)C2=O (stereo not drawn)	14	0.47	0.07
Nc1nc(SCc2ccccc2)[nH]c(=O)c1-c1ccccc1	/	-1.1	-0.33
CC(NC(=O)Cc1ccc(-c2ccccc2)cc1)c1ccccc1 (stereo not drawn)	49	0.03	-0.34
Cn1cc(/C=C2\SC(=S)N(NC(=O)c3ccccc3Cl)C2=O)c2ccccc21	16	-0.52	-0.3
COc1cc(/C=N/NC(N)=O)ccc1OCC(=O)N1C(C)CCCC1C (stereo not drawn)	14	/	/
CC1CCN(S(=O)(=O)c2ccc3[nH]c(=O)c(=O)[nH]c3c2)CC1	32	1.2	0.63
CCOC(=O)C1C(c2ccc(O)c(OC)c2)NC(=S)NC1(O)C(F)(F)F (stereo not drawn)	29	-0.21	-1.1
COc1ccccc1/C=c1\sc2nc(-c3cccs3)nn2c1=O	18	/	/
O=C(NCc1cccs1)C1CC(=O)N(c2ccc(F)cc2)C1 (stereo not drawn)	/	-0.2	0.76
C=C(C)Cn1c(SCC)nc2ccccc2c1=O	-14	-1	-1.5
Cc1cc(C)n2nc(SC3CCCCN(C(=O)c4ccc(F)cc4)C3=O)nc2n1 (stereo not drawn)	-21	-0.55	-0.97
Cc1cccc(C)c1OCC(=O)Nn1c(C)nc2ccccc2c1=O	/	-0.9	-0.71
Cc1nn(Cc2ccccc2)c(C)c1NC(=O)c1cc(-c2ccc3c(c2)OCO3)on1	65	-0.75	-0.76
CCOC(=O)c1cnn(-c2cc(Oc3cccc(C)c3)ncn2)c1N	-13	-0.88	-0.76
CC(=O)Nc1ccc(Oc2cnc3ccccc3n2)cc1	-71	0.42	-0.15
CCNc1nc(NCC)nc(SCC(C)=O)n1	-15	/	/
CC(C)CCNC(=O)C1CCCN(S(=O)(=O)c2ccc(F)cc2)C1 (stereo not drawn)	-16	-0.1	-0.72
CCOC(=O)C1=C(CSc2nc3c(cc2C#N)CN(C)CC3)OC(N)=C(C#N)C1c1ccc(Cl)cc1 (stereo not drawn)	19	-0.3	-0.37

The list goes on:
SMILES	Insulin prom inh	sdo1 growth	sdo1 growth Rescue 24 h
O=C(CSc1ncnc2ccccc12)c1ccc2c(c1)OCCO2	/	-0.03	-0.4
O=C(NNC(=O)c1ccc2c(c1)OCO2)NC1CCCCC1	/	-0.26	-0.67
CCOC(=O)c1c(C)[nH]c(C)c1C(=O)CSc1ncccn1	3	0.41	0.18
COC(=O)c1sc(=S)n(-c2ccc(Cl)cc2)c1C	-10	-0.05	0.33
O=[N+]([O-])c1cc(S(=O)(=O)Nc2ccccc2)ccc1NCc1cccnc1	/	0.81	0.68
CCCNS(=O)(=O)c1ccc(Oc2ncc(C(F)(F)F)cc2Cl)cc1	-58	-0.89	-1.2
O=C(Nc1ccc(Nc2ccccc2)cc1)C(Cl)(Cl)Cl	26	-2.1	-1.8

Arranged by SMILES length (lowest first): part of the list above
SMILES	Insulin prom inh	sdo1 growth	sdo1 growth Rescue 24 h
C=C(C)Cn1c(SCC)nc2ccccc2c1=O	-14	-1	-1.5
CCOC(=O)c1ccc(CNCc2ccc(C)cc2)cc1	26	0.96	0.61
CNC(=O)c1nc(C)n(-c2cc(Cl)ccc2Cl)n1	/	-0.95	-1
CN(c1ccccc1)S(=O)(=O)c1cc(Cl)ccc1Cl	-57	/	/
COc1ccccc1/C=c1\sc2nc(-c3cccs3)nn2c1=O	18	/	/
Cc1cccc(C)c1OCC(=O)Nn1c(C)nc2ccccc2c1=O	/	-0.9	-0.71
Cn1ncc(Br)c1C(=O)NC(=S)N1CCN(c2ccccn2)CC1	/	0.82	0.67
CCCNS(=O)(=O)c1ccc(Oc2ncc(C(F)(F)F)cc2Cl)cc1	-58	-0.89	-1.2
NCCNc1ccc([N+](=O)[O-])c(Sc2nc3ccccc3[nH]2)c1	10	0.61	0.26
Cc1onc(-c2ccccc2Cl)c1C(=O)NCc1ccc(N2CCCC2=O)cc1	-23	0.4	0.73
CC1CCN(S(=O)(=O)c2ccc3[nH]c(=O)c(=O)[nH]c3c2)CC1	32	1.2	0.63
COC(=O)c1ccccc1NC(=O)C1CCC(=O)N1S(=O)(=O)c1ccc(C)cc1 (stereo not drawn)	/	-0.68	-0.28
CCOC(=O)N1CCC(NC(=O)c2cc(S(=O)(=O)N3CCC4(CC3)OCCO4)ccc2F)CC1	/	-0.19	-0.7

From PubChem
